From PubChem
GSTO1 counter: inhibitors of recombinant GSTO1, primary screen, counter-screen for RBBP9 inhibitor project, biochemical, fluorescence polarization. Glutathione S-transferase omega-1 (Homo sapiens), P78417. activity-based probe fluorescence polarization. inhibition, % at 5.96 µM. 300,000 tested, 1.1% active. AID 1974, 2009;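 active = inhibition above the campaign mean inhibition plus 3 SD, cut at about 35% in these data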;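 note: 0% = GSTO1-1 with DMSO and 100% = wells lacking GSTO1-1 enzyme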
LYPLA1 counter: LYPLA1 inhibitors, primary screen, counter-screen for PME1 inhibitor project, biochemical, fluorescence polarization, FP-Rh probe ABPP | Acyl-protein thioesterase 1 (Homo sapiens), O75608 | recombinant LYPLA1 | inhibition, % at 5.9 µM | 320,000 tested, 0.16% active;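 active = inhibition above the mean of all tested compounds plus 3 SD, set per campaign, cut at about 14% in these data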;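 note: inhibitors block serine hydrolase probe labeling of LYPLA1 so polarization falls; 0% = enzyme with DMSO and 100% = wells lacking LYPLA1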
PAFAH2 inh: PAFAH2 enzyme inhibitors, primary screen, biochemical, fluorescence polarization, human; Platelet-activating factor acetylhydrolase 2, cytoplasmic (Homo sapiens), Q99487; recombinant PAFAH2, FP-rhodamine activity probe; inhibition, % at 3.39 µM; 340,000 tested, 0.99% active; AID 492956, 2010;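 active = inhibition above the mean over all tested compounds plus 3 SD, cut at about 30% in these data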;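 note: inhibitors block probe labeling of enzyme so polarization drops; 0% = enzyme with DMSO and 100% = wells lacking PAFAH2 protein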
pPAFAH FP inh: pPAFAH enzyme inhibitors, primary screen, biochemical, fluorescence polarization, human; Platelet-activating factor acetylhydrolase (Homo sapiens), Q13093; recombinant pPAFAH, FP-rhodamine probe fluorescence polarization; inhibition, % at 3.39 µM; 330,000 tested, 1.5% active; AID 463082, 2010;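 active = inhibition above the mean inhibition across the screen plus 3 SD, cut at about 25% in these data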;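 note: inhibitors block binding of the rhodamine activity-based probe so polarization drops; 0% = enzyme with DMSO and 100% = wells lacking pPAFAH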
Target sequence (Q13093 whole entry, looked up): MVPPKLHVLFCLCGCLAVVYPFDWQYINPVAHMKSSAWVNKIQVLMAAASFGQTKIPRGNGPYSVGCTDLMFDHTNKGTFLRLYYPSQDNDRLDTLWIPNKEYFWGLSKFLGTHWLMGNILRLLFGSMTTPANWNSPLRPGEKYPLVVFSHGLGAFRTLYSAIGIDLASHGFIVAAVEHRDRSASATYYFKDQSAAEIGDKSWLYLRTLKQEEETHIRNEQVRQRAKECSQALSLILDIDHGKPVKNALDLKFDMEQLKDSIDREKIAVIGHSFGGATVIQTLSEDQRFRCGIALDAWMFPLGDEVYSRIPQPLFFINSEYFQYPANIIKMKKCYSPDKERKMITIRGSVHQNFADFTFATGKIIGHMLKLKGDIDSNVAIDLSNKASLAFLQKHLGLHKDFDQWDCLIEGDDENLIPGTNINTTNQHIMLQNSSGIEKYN
PAFAH1B2 inh: PAFAH1B2 enzyme inhibitors, primary screen, biochemical, fluorescence polarization, human. Platelet-activating factor acetylhydrolase IB subunit alpha2 (Homo sapiens), P68402. recombinant PAFAH1B2, FP-rhodamine activity probe. inhibition, % at 3.39 µM. 340,000 tested, 1.2% active. AID 492953, 2010;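 active = inhibition above the mean of all tested compounds plus 3 SD, cut at about 24% in these data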;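 note: 0% = enzyme with DMSO and 100% = wells lacking PAFAH1B2; many of its hits are not listed in these tables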
PAFAH1B3 FP inh: PAFAH1B3 enzyme inhibitors, primary screen, biochemical, fluorescence polarization, human; Platelet-activating factor acetylhydrolase IB subunit alpha1 (Homo sapiens), Q15102; recombinant PAFAH1B3, FP-rhodamine probe; inhibition, % at 3.39 µM; 340,000 tested, 0.28% active;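 active = inhibition above the screen-wide average of all tested compounds plus 3 SD, cut at about 25% in these data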;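 note: 0% = enzyme with DMSO only and 100% = wells lacking PAFAH1B3 protein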
PAD4 FP inh: human PAD4 inhibitors, primary screen, biochemical, fluorescence polarization, 1536-well format. Protein-arginine deiminase type-4 (Homo sapiens), Q9UM07. recombinant PAD4, RCA probe fluorescence polarization. inhibition, % at 6.36 µM. 330,000 tested, 0.41% active. AID 485272, 2010;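 active = percent inhibition above a cutoff equal to the mean of all tested compounds plus 3 SD, cut at about 15% in these data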;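 note: 0% = PAD4 with RCA probe and DMSO and 100% = probe without PAD4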
Target sequence (Q9UM07 whole entry, looked up): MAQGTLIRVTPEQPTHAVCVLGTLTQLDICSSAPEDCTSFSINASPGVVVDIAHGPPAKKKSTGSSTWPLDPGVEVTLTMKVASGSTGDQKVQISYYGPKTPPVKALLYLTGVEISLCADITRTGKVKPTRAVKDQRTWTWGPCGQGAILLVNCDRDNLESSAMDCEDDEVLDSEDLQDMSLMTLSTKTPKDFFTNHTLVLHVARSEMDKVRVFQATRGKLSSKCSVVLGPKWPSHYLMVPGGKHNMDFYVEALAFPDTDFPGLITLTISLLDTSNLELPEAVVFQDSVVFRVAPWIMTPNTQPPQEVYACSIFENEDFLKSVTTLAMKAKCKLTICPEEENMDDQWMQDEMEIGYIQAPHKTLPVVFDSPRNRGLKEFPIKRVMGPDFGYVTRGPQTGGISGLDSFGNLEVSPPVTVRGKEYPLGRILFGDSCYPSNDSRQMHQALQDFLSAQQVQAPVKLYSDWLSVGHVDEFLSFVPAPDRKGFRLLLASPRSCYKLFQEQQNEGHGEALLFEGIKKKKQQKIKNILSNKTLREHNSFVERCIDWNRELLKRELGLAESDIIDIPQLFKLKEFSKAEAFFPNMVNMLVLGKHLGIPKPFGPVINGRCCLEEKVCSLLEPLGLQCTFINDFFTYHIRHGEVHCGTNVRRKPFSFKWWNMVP
PME-1 primary: PME-1 inhibitors via competitive probe labeling, primary screen, biochemical, fluorescence polarization, FP-Rh probe, HTS; Protein phosphatase methylesterase 1 (Homo sapiens), Q9Y570; recombinant PME-1; inhibition, % at 5.9 µM; 320,000 tested, 0.53% active; AID 2130, 2009;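 active = inhibition above the campaign mean of all compounds plus 3 SD, cut at about 26% in these data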;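 note: competitive labeling of PME-1 active site by serine hydrolase directed probe; 0% = PME-1 with DMSO and 100% = wells lacking PME-1 enzyme; inhibitors block probe labeling so polarization falls and inhibition rises; many of its hits are not listed in these tables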
LYPLA2 inh: LYPLA2 inhibitors, primary screen, counter-screen for PME1 inhibitor project, biochemical, fluorescence polarization, FP-Rh probe ABPP; Acyl-protein thioesterase 2 (Homo sapiens), O95372; recombinant LYPLA2; inhibition, % at 5.9 µM; 320,000 tested, 0.38% active;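 active = inhibition above the screen-wide mean plus 3 SD, limit set per campaign, cut at about 26% in these data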;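 note: 0% = LYPLA2 with DMSO and 100% = wells lacking LYPLA2 enzyme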
* marks the source's active call; other numbers are inactive results; . = no result given.

SMILES	GSTO1 counter	LYPLA1 counter	PAFAH2 inh	pPAFAH FP inh	PAFAH1B2 inh	PAFAH1B3 FP inh	PAD4 FP inh	PME-1 primary	LYPLA2 inh
COc1ccc(/C=C2/SC(=S)N(c3ccc(S(=O)(=O)Nc4nccs4)cc3)C2=O)cc1	12	-4	14	21	6	3	-23	-21	8
COc1cccc(-c2nnc(SCC(=O)N3CCCc4ccccc43)o2)c1	-11	-2	-4	-7	6	1	-9	0	6
O=C(Nc1nc(-c2ccccn2)cs1)Nc1ccc(F)cc1F	5	-5	3	3	-2	7	-2	-10	-1
O=C(NC1CCCCC1)N1CCN(c2ccccc2)CC1	13	-3	-1	2	0	11	-2	-1	1
CC(=O)NCCn1c(SCC(=O)NC2CCCCC2)nc2ccccc2c1=O	9	1	5	4	4	5	4	0	3
COc1ccc(/C=C2\SC(=S)N(CCC(=O)N(CCO)Cc3ccccc3)C2=O)cc1OC	-3	-2	-1	3	-1	0	-7	-3	-6
COc1ccc(CC(=O)Nc2ccc3c(c2)C(=O)N(CCC(=O)O)C3=O)cc1	9	1	2	4	1	-13	-2	0	2
CCCOc1ccc(C(C)=O)cc1CC(C(N)=O)C(N)=O	-1	2	0	6	1	0	-3	-1	9
CC(C)Cn1c(CN2CCN(C)C(CCO)C2)nc2ccccc21 (stereo not given)	-6	0	-10	7	1	9	-1	1	1
Brc1ccc(/C=N/Nc2ncnc3c2cnn3Cc2ccccc2)cc1	-3	0	0	0	2	5	-6	-4	-2
CCC(Oc1ccccc1)C(=O)Nc1ccc(S(=O)(=O)Nc2cnc3ccccc3n2)cc1 (stereo not given)	-10	-1	-8	1	-3	6	-7	0	-1
Cn1cccc1C(=O)NNC(=O)COc1ccccc1F	3	0	-2	1	4	4	-3	-1	9
Cc1ccc(S(=O)(=O)NCCC(=O)N2CC(C)OC(C)C2)cc1 (stereo not given)	-2	3	-9	-5	3	-6	-3	-1	-4
O=C(NCc1cccnc1)c1cc(-c2ccc(Cl)cc2)oc1C(F)(F)F	-11	-1	-1	-5	-1	4	2	-5	-1
COc1ccc(-c2nnc(SC(C)C(=O)Nc3cccc(Cl)c3)o2)cc1 (stereo not given)	-3	-13	10	-2	4	1	-4	-2	-20
O=C(O)CCCC(=O)Nc1ccc(-n2ccc(C(F)(F)F)n2)cc1	-7	1	7	5	2	-5	8	0	4
COc1ccccc1CN1C[C@@H]2C[C@@H](c3ccccc3OC)N3CCC[C@@]23C1=O	6	5	7	-2	3	5	-4	-1	3
Fc1ccccc1CSc1nc2ncc(Br)cc2[nH]1	-2	-2	-4	4	4	-2	-6	-20	-7
COCc1cc(=O)[nH]c(/N=C(\N)Nc2c(F)cccc2F)n1	-3	1	.	4	.	.	2	4	2
COc1ccc(CNc2ccc([N+](=O)[O-])cc2C)cc1	-6	0	8	8	3	4	-1	2	12
CC1(C)CC(=O)C=C(Nc2ccc(C(=O)O)c(O)c2)C1	5	-5	5	16	-1	4	0	1	-4
COc1ccc(Cl)c(NC(=O)NCCN2CCN(c3ccccc3)CC2)c1	-2	0	0	3	1	7	-3	3	-1
Cc1cc(Cn2ccnc2)c(C)cc1Cn1ccnc1	4	1	-14	-4	-1	2	-5	-7	-3
CCOc1ccc(/C=C/c2c([N+](=O)[O-])c(=O)n(C)c(=O)n2C)cc1	-1	0	-3	0	5	4	1	-3	11
COc1ccc(C(=O)C[n+]2ccccc2/C=N/O)cc1	29	7	8	2	5	26*	-3	7	2
O=C(O)CS(=O)CC(=O)Nc1cccc(C(F)(F)F)c1 (stereo not given)	3	2	-1	1	3	6	3	8	7
COc1ccc(-c2csc3ncnc(NCCN4CCOCC4)c23)cc1	-1	0	6	9	1	4	0	4	1
O=C(NC1CC1)C1=C[C@@H](c2coc3ccccc3c2=O)C[C@@H](OCCCCO)O1	7	2	-3	2	-2	-2	-3	6	2
CCOC(=O)c1c(C)[nH]c(C)c1C(=O)CSc1nc(N)cc(=O)[nH]1	-1	1	1	-5	1	3	2	4	0
O=[N+]([O-])c1cc(N=Nc2ccc3ccccc3c2)ccc1O	6	6	14	19	4	9	-5	10	15
COc1ccc(CC(=O)N(Cc2ccccc2)c2ccc(C)cc2)cc1S(=O)(=O)N1CCOCC1	-5	2	6	11	6	3	-4	-2	4
O=C(O)c1ccc(CNCc2ccc(F)cc2)cc1	6	1	1	3	2	2	2	-2	4
CCCOc1ccc(C(CC(=O)O)NS(=O)(=O)c2ccc(NC(C)=O)cc2)cc1 (stereo not given)	-2	4	-2	-7	1	9	1	-3	6
CN(C(=O)C1CCOC1)c1nnc(-c2ccccn2)s1 (stereo not given)	-3	3	-7	4	1	14	5	0	-5
N#C/C(=C\c1cn(Cc2ccccc2F)c2ccccc12)C(=O)NCc1ccco1	1	-3	-5	2	1	-2	-2	1	0
COc1ccc(CCNC(=O)CN2C(=O)c3ccccc3C2=O)cc1	-3	-3	7	3	-5	2	1	1	3
CNC(=S)NNC(=O)c1ccccc1F	7	-1	2	4	0	3	3	0	2
CCOC(=O)Cc1c(C)nc2c(-c3ccc(Cl)cc3)c(C)nn2c1C	-2	-1	-5	1	1	-3	0	6	3
O=C(COc1ncnc2sccc12)Nc1cccc(S(=O)(=O)N2CCOCC2)c1	.	-3	-2	7	3	8	-20	-2	-3
NNC(=O)c1cccc(S(=O)(=O)Nc2cccc(C(F)(F)F)c2)c1	-2	-9	-22	-3	-6	-25	3	-25	-15
C1CCc2c(nc3nnnn3c2N2CCOCC2)C1	-2	-2	-2	3	3	4	-1	3	-3
COc1ccc(CC(=O)Nc2nc(C(C)(C)C)cs2)cc1	2	0	7	4	3	6	0	4	0
COc1ccc(C(=O)Nc2ccc(N3CCC(C)CC3)cc2)cc1Br	1	-1	2	-4	1	8	-13	-5	-4
COc1ccc(O)c(C(=O)c2cc(C#N)c(=O)n(CCN3CCOCC3)c2)c1	2	0	13	0	0	6	-4	3	2
CC(=O)C1=C(NC(=O)c2ccc(F)cc2)CC2C1C2(C)C (stereo not given)	3	-4	4	3	-2	-5	-2	-6	-8
CCn1cc(C(=O)N[C@H](C(=O)NC(C)(C)CO)C(C)C)c(=O)c2cc3c(cc21)OCO3	1	1	5	6	3	-3	-2	5	-3
CCOc1ccc(S(=O)(=O)N(C)CC(=O)NC2CCCC2)cc1	4	4	-4	-2	2	7	0	1	4
COc1ccc(-n2nnnc2SC(C)C(=O)NCC(=O)Nc2ccc(F)c(F)c2F)cc1 (stereo not given)	9	-1	11	1	5	7	2	2	3
O=C(CNS(=O)(=O)c1ccccc1)NCC(=O)OCc1ccc(C(=O)c2ccccc2)cc1	-1	0	0	12	1	11	1	-1	9
Cn1nnc(NC(=O)c2ccc([N+](=O)[O-])cc2Cl)n1	1	2	-3	4	0	-2	-1	1	9
COC(=O)C(C)Sc1nc2c(cnn2-c2ccccc2)c(=O)[nH]1 (stereo not given)	-2	-5	-10	-7	1	-19	-4	-12	2
COC(=O)c1cccc(NC(=O)CSc2nnc(C3CC3)n2C)c1	0	1	-15	-1	7	0	1	0	-4
COC(=O)NC(=S)Nc1ccc(Oc2ccc(Cl)cc2Cl)c(Cl)c1	4	-6	-12	16	-2	-4	-4	-8	-16
CCOC(=O)C1(Cc2cccc(OC)c2)CCN(Cc2cccc(OC)c2O)CC1	-3	-1	-1	-3	5	13	-1	-1	-9
Brc1ccccc1OCCN1CCOCC1	1	-4	-11	-1	6	10	-1	4	-2
CCOC(=O)Cn1nc(C)c(NC(=O)CCc2ccc(OC)cc2)c1C	4	-10	7	3	4	4	-3	4	-2
C[n+]1ccn(CC(=O)c2ccc(Cl)cc2)c1	3	-1	-3	-2	-1	2	1	-6	-2
CSc1cccc(N2CC(C(=O)NCCC3=CCCCC3)CC2=O)c1 (stereo not given)	6	5	1	4	4	6	0	0	9
O=C(COC(=O)c1cccc(S(=O)(=O)N2CCOCC2)c1)NCCc1ccccc1	3	1	16	5	6	-5	-1	-3	2
COc1ccc(S(=O)(=O)N2CCN(CC(=O)Nc3cc(Cl)ccc3Cl)CC2)cc1	.	1	-7	2	-1	6	1	-1	-4

Continued.
SMILES	GSTO1 counter	LYPLA1 counter	PAFAH2 inh	pPAFAH FP inh	PAFAH1B2 inh	PAFAH1B3 FP inh	PAD4 FP inh	PME-1 primary	LYPLA2 inh
O=C(COC(=O)c1ccccc1O)NCc1ccc2c(c1)OCO2	.	.	2	-2	1	5	3	.	.
Cc1cccc(C(C)(C)C)c1OCCn1ccnc1	7	2	-7	-1	1	-3	0	-1	-2
COc1ccccc1N(C)S(=O)(=O)c1ccc(Cl)c(C(=O)Nc2ccncc2)c1	2	5	1	4	-5	5	-1	-5	1
Cc1cc(C)c(C(N)=O)c(NCCc2ccccc2)n1	-6	-2	4	3	4	0	-6	2	1
Oc1c(-c2cc(-c3ccco3)[nH]n2)ccc2ccccc12	-5	-12	8	11	11	12	-5	10	-5
Cc1nc2scc(C)n2c(=O)c1S(=O)(=O)NCC1CCN(Cc2ccc(Cl)cc2)CC1	2	4	-2	2	3	3	1	4	14
CCc1cc(C=NC2CCCCC2)c(O)s1	6	-2	20	7	4	14	1	5	7
COc1ccc(NC(=O)c2oc3cc(C)c(C)cc3c2C)c(OC)c1	-9	0	0	-4	1	3	-8	7	1
C=CCNC(=O)NC(=O)CSc1nc2cc([N+](=O)[O-])ccc2n1-c1cccc(C(F)(F)F)c1	1	-3	7	8	-6	7	-2	-2	-9
Nc1c(C(=O)CSc2nccn2-c2cccc(F)c2)c(=O)[nH]c(=O)n1C1CC1	.	-5	2	-1	3	1	2	-6	-6
CCN1CCN(Cc2cc(=O)oc3cc4c(cc23)CCC4)CC1	17	0	-2	2	2	-6	9	2	4
COc1ccc(C(=O)N2CCCCCC2)cc1OC1CCN(C(C)=O)CC1	-1	3	4	1	6	13	5	-8	2
O=[N+]([O-])c1ccccc1O[C@@H]1O[C@H](CO)[C@H](O)[C@H](O)[C@H]1O	4	1	-1	-3	5	3	-3	8	0
COc1ccc(C2=NN(c3ccccc3)C(c3cn(CCC(=O)O)nc3-c3ccccc3)C2)cc1 (stereo not given)	-3	1	1	18	4	4	0	1	3
CC(C)NC(=S)NNc1nc2ccccc2s1	4	-1	4	-7	0	4	8	-1	-2
Cc1ccccc1SCC(=O)NC1CCOC1=O (stereo not given)	7	2	2	3	-1	4	-1	3	9

Some of the compounds tested. The share of hits here may be higher or lower than overall.
